Source: PubChem BioAssay
CYP2C19 inhib: blocks human cytochrome P450 2C19; P33261; CYP2C19 Supersomes, luciferin-H EGE luminescence, 30 min; inhibition, % at 5 µM; 96,000 compounds, 21% hits; AID 778;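 active means CYP2C19 inhibition above a set limit at 5 µM in the primary screen, cut at about 50% in these data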;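 further: plate controls were negative control wells for no effect and 2.5 mM tranylcypromine positive control for full effect; values of inactives mirror those of a sister screen read the other way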
Target sequence (P33261 whole entry, looked up): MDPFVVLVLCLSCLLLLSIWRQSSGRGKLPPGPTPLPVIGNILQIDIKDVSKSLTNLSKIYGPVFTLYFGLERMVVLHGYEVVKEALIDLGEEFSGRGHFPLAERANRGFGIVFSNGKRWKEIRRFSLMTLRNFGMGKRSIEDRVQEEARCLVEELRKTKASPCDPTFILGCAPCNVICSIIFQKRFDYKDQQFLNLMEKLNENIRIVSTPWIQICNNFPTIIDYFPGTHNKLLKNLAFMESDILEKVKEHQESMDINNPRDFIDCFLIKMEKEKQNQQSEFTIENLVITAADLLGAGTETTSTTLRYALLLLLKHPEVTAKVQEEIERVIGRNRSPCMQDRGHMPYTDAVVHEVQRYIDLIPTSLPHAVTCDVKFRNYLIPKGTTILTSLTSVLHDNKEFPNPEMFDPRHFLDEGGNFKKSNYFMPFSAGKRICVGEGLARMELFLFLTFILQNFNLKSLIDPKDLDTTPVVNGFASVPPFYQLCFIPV
CD11b adhes inh: CD11b/CD18-fibrinogen binding inhibition; P05107+P11215; 93,000 compounds, 0.54% hits; AID 1497; inhibition, % at 10 µM; K562 CD11b/CD18 adhesion to fibrinogen, ATPlite luminescence; Mn2+ added to activate the integrin;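 active means primary inhibition of 50% or more at 10 µM, then 40% or more on retest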; further: some results filed as inactive read as strong as hits
HUVEC inhibit: human endothelial cell proliferation inhibition | viability, % at 10 µM (by protocol) | HUVEC proliferation, CellTiter-Glo luminescence, 72 h; active compounds read low | 86,000 compounds, 1.1% hits;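 active means viability at or below 30%; inactive means viability above 30%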;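 further: 100% = median luminescence of DMSO-only cell control wells on each plate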
CD11b adhes enh: enhancers of human CD11b/CD18 binding to fibrinogen; P05107+P11215; K562 CD11b/CD18 adhesion to fibrinogen, ATPlite luminescence; activation, % at 10 µM; 93,000 compounds, 0.07% hits; AID 1499;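 active means 10 µM primary screen giving 50% or more activity, confirmed by 40% or more on retest at that dose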; further: strong numbers were not always called active
H69AR inhibit: blocks growth of human H69AR lung tumor cells. H69AR lung tumor viability, ATP luminescence, 72 h; active compounds read low. viability, % at 10 µM. 85,000 compounds, 6% hits. AID 598;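 active means viability at or below 40%; inactive means viability above 40%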;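 further: multidrug resistant small cell line overexpressing MRP-1 efflux transporter; 100% = mean luminescence of untreated control wells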
Fibroblast inh: blocks proliferation of human lung fibroblasts. LL 47 human lung fibroblast viability, ATP luminescence; active compounds read low. 85,000 compounds, 1.1% hits. viability, % at 10 µM;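 active means viability at or below 50% in the single dose screen; inactive means viability above 50%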;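 further: compound exposure lasted 72 h before the ATP readout; 100% = median luminescence of untreated cell-only wells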
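material = human LL 47 lung fibroblast cells | dosing = compounds added from tenfold dosing solution, 0.1% DMSO final | timing = overnight cell rest, 72 h compound treatment at 37 °C | measured by = CellTiter-Glo luminescence measuring cellular ATP | evaluation = % viability versus median cells-only luminescence | control set = cell-only wells, no compound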
ERa SRC1 pot: enhances coactivator binding to human estrogen receptor alpha; TR-FRET ERalpha-LBD/SRC-Cy5 coactivator binding, 2 h; 100 = basal binding, no effect; coactivator binding (% of control), % at 25.6 µM; 86,000 compounds, 1.3% hits; in the data active means activity above about 200%;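 further: binding measured in presence of low estradiol as agonist stimulus; 0% = peptide alone without receptor and 100% = receptor with peptide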
Target sequence (P03372 whole entry, looked up, the tested form may be a part): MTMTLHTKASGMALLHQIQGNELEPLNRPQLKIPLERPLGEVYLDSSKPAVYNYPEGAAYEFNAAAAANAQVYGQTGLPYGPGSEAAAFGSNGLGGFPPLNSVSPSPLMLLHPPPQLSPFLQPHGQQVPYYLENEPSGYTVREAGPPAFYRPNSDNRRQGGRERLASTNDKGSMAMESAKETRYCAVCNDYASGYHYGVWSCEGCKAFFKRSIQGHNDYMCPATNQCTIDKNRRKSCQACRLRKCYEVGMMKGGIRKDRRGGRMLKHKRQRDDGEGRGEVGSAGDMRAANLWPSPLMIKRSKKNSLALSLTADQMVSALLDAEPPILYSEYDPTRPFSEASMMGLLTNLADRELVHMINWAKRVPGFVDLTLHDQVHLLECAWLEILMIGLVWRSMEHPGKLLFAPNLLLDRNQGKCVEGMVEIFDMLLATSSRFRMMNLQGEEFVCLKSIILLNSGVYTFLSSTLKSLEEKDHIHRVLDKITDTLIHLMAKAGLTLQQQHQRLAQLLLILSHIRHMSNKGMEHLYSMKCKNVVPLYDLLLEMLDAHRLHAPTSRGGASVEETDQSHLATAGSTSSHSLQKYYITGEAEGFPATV
ERa coact inh: blocks coactivator binding to human estrogen receptor alpha; P03372; TR-FRET ER-alpha LBD / SRC-1 peptide, estradiol-bound; inhibition, % at 25.6 µM; 86,000 compounds, 1.7% hits; in the data active means inhibition above about 50%;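 further: 0% = receptor plus peptide control and 100% = peptide only without receptor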
CYP2C19 activ: cytochrome P450 2C19 (human) activation; P33261; 96,000 tested, under 10 active; AID 1025; activation factor at 5 µM; recombinant CYP2C19, luciferin-H EGE luminescence; active compounds read high; 0 = fully inhibited enzyme, 1 = untreated enzyme;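 active means activation factor of at least 2 at 5 µM in the primary screen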;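 further: 0 = wells with 2.5 mM tranylcypromine and 1 = vehicle-only wells; values of inactives mirror those of a sister screen read the other way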
The depositor's hits bear a star; [ ] = another dose, or the depositor's remark. Rows are unselected; any-hit rate near 26%.

How did CCCOc1ccc(C(C)=O)cc1CC(C(=O)OCC)C(=O)OCC do in these assays?
CYP2C19 inhib: 32; HUVEC inhibit: 108; H69AR inhibit: 84; Fibroblast inh: 97; ERa SRC1 pot: 101; ERa coact inh: -4; CYP2C19 activ: 0.7

How did CCOC(=O)N1CCN(C(=O)CNC(=O)c2nn(-c3ccc(OC)cc3)c(=O)c3ccccc23)CC1 do in these assays?
CYP2C19 inhib: -2; CD11b adhes inh: 6; CD11b adhes enh: -2; CYP2C19 activ: 1

Results for O=C(c1ccc(F)cc1)N(Cc1ccccc1)C1CCS(=O)(=O)C1 (stereo not drawn) ?
CYP2C19 inhib: 31; CD11b adhes inh: 13; HUVEC inhibit: 100; CD11b adhes enh: 1; H69AR inhibit: 84; Fibroblast inh: 99; ERa SRC1 pot: 110[fluorescence artefact?]; ERa coact inh: -4; CYP2C19 activ: 0.7

Results for COc1ccc(NC(=O)c2cccs2)cc1NC(=O)c1ccco1 ?
CYP2C19 inhib: 10; CD11b adhes inh: 1; HUVEC inhibit: 84; CD11b adhes enh: 0; H69AR inhibit: 49; Fibroblast inh: 101; ERa SRC1 pot: 92; ERa coact inh: -2; CYP2C19 activ: 0.9

Results for CCOC(=O)Cc1[nH]nc2c1C(c1ccoc1)C(C#N)=C(N)O2 (stereo not drawn) ?
CYP2C19 inhib: 77*; CD11b adhes inh: 15; HUVEC inhibit: 93; CD11b adhes enh: -2; H69AR inhibit: 74; Fibroblast inh: 112; ERa SRC1 pot: 88; ERa coact inh: 5; CYP2C19 activ: 0.2

How did Cc1cc(C(=O)OCC(=O)NC(C)C)c(C)o1 do in these assays?
CYP2C19 inhib: 30; CD11b adhes inh: -10; CD11b adhes enh: 2; CYP2C19 activ: 0.7

Results for COc1ccccc1C1C(C#N)=C(N)Oc2cc(C)n(CCCn3ccnc3)c(=O)c21 (stereo not drawn) ?
CYP2C19 inhib: 90*; CD11b adhes inh: -15; HUVEC inhibit: 102; CD11b adhes enh: 4; H69AR inhibit: 104; Fibroblast inh: 101; ERa SRC1 pot: 110; ERa coact inh: -23; CYP2C19 activ: 0.1

What do the screens show for `Cc1ccc(NC(=O)c2csnn2)c(C)c1`?
HUVEC inhibit: 96; H69AR inhibit: 89; Fibroblast inh: 99; ERa SRC1 pot: 95; ERa coact inh: -1

What do the screens show for `CCOC(=O)N1CCN(c2nc3ccccc3nc2C(C#N)S(=O)(=O)c2ccc(C)cc2)CC1` (stereo not drawn)?
CYP2C19 inhib: 33; CD11b adhes inh: 63; HUVEC inhibit: 56; CD11b adhes enh: -2; H69AR inhibit: 98; Fibroblast inh: 101; ERa SRC1 pot: 85; ERa coact inh: -5[fluorescence artefact?]; CYP2C19 activ: 0.7

What do the screens show for `COc1ccc(/C=N/NC(=O)c2csc(-n3nc(C)cc3C(F)(F)F)n2)cc1`?
CYP2C19 inhib: 23; CD11b adhes inh: 33; CD11b adhes enh: 10; CYP2C19 activ: 0.8

An excerpt from above in order of count of non-hydrogen atoms, low to high:
How did Cc1cc(C(=O)OCC(=O)NC(C)C)c(C)o1 do in these assays?
CYP2C19 inhib: 30; CD11b adhes inh: -10; CD11b adhes enh: 2; CYP2C19 activ: 0.7

Results for CCOC(=O)Cc1[nH]nc2c1C(c1ccoc1)C(C#N)=C(N)O2 (stereo not drawn) ?
CYP2C19 inhib: 77*; CD11b adhes inh: 15; HUVEC inhibit: 93; CD11b adhes enh: -2; H69AR inhibit: 74; Fibroblast inh: 112; ERa SRC1 pot: 88; ERa coact inh: 5; CYP2C19 activ: 0.2

Results for O=C(c1ccc(F)cc1)N(Cc1ccccc1)C1CCS(=O)(=O)C1 (stereo not drawn) ?
CYP2C19 inhib: 31; CD11b adhes inh: 13; HUVEC inhibit: 100; CD11b adhes enh: 1; H69AR inhibit: 84; Fibroblast inh: 99; ERa SRC1 pot: 110[fluorescence artefact?]; ERa coact inh: -4; CYP2C19 activ: 0.7

How did CCCOc1ccc(C(C)=O)cc1CC(C(=O)OCC)C(=O)OCC do in these assays?
CYP2C19 inhib: 32; HUVEC inhibit: 108; H69AR inhibit: 84; Fibroblast inh: 97; ERa SRC1 pot: 101; ERa coact inh: -4; CYP2C19 activ: 0.7

What do the screens show for `COc1ccc(/C=N/NC(=O)c2csc(-n3nc(C)cc3C(F)(F)F)n2)cc1`?
CYP2C19 inhib: 23; CD11b adhes inh: 33; CD11b adhes enh: 10; CYP2C19 activ: 0.8

Results for COc1ccccc1C1C(C#N)=C(N)Oc2cc(C)n(CCCn3ccnc3)c(=O)c21 (stereo not drawn) ?
CYP2C19 inhib: 90*; CD11b adhes inh: -15; HUVEC inhibit: 102; CD11b adhes enh: 4; H69AR inhibit: 104; Fibroblast inh: 101; ERa SRC1 pot: 110; ERa coact inh: -23; CYP2C19 activ: 0.1

(cont.)
Results for COC(=O)CNC(=O)C(C)NC(=O)OCc1ccccc1 (stereo not drawn) ?
CYP2C19 inhib: -2; CD11b adhes inh: -7; HUVEC inhibit: 98; CD11b adhes enh: 1; H69AR inhibit: 94; Fibroblast inh: 103; ERa SRC1 pot: 147; ERa coact inh: -4; CYP2C19 activ: 1

Results for O=C(NCc1ccc2c(c1)OCO2)c1cccnc1 ?
CYP2C19 inhib: 59*; CD11b adhes inh: -13; CD11b adhes enh: -6; CYP2C19 activ: 0.4

Results for CC1=NN(c2nc(C)cc(C)n2)C(=O)C1CCC(C)C (stereo not drawn) ?
CYP2C19 inhib: 10; CD11b adhes inh: -22; HUVEC inhibit: 104; CD11b adhes enh: -1; H69AR inhibit: 65; Fibroblast inh: 85; ERa SRC1 pot: 83; ERa coact inh: 1; CYP2C19 activ: 0.9

What do the screens show for `O=C(NC1CCCC1)C1CCN(S(=O)(=O)c2cccc3cccnc23)CC1`?
CYP2C19 inhib: 22; HUVEC inhibit: 98; H69AR inhibit: 99; Fibroblast inh: 99; ERa SRC1 pot: 74[fluorescence artefact?]; ERa coact inh: 10; CYP2C19 activ: 0.8

What do the screens show for `COc1cccc(C(=O)CN2CCN(S(=O)(=O)c3ccc(Br)cc3)CC2)c1`?
CYP2C19 inhib: 21; CD11b adhes inh: 17; CD11b adhes enh: -3; CYP2C19 activ: 0.8

How did COc1ccc(-c2noc(CCC(=O)NCCN(C)Cc3ccccc3)n2)cc1 do in these assays?
CYP2C19 inhib: 44; CD11b adhes inh: -1; HUVEC inhibit: 95; CD11b adhes enh: -1; H69AR inhibit: 101; Fibroblast inh: 93; ERa SRC1 pot: 107; ERa coact inh: -9; CYP2C19 activ: 0.6

What do the screens show for `O=C(/C=C/c1cccc2ccccc12)NCCC1=CCCCC1`?
CYP2C19 inhib: 18; CD11b adhes inh: -9; CD11b adhes enh: -3; CYP2C19 activ: 0.8

How did Cc1ccccc1N1C(=O)c2ccccc2N2C(=O)c3ccccc3C12 (stereo not drawn) do in these assays?
CYP2C19 inhib: 4; CD11b adhes inh: 0; HUVEC inhibit: 85; CD11b adhes enh: 0; H69AR inhibit: 58; Fibroblast inh: 80; ERa SRC1 pot: 114; ERa coact inh: -2; CYP2C19 activ: 1

How did CCOc1ccc(-c2nc(C#N)c(NCC(C)C)o2)cc1 do in these assays?
CYP2C19 inhib: -11; CD11b adhes inh: -2; HUVEC inhibit: 103; CD11b adhes enh: 0; H69AR inhibit: 93; Fibroblast inh: 106; ERa SRC1 pot: 104; ERa coact inh: -6; CYP2C19 activ: 1.1

Results for O=C(Nc1ncn[nH]1)C(F)(F)C(F)F ?
CYP2C19 inhib: -31; CD11b adhes inh: 2; HUVEC inhibit: 102; CD11b adhes enh: -1; H69AR inhibit: 89; Fibroblast inh: 107; ERa SRC1 pot: 104; ERa coact inh: 1; CYP2C19 activ: 1.3

Results for CCc1ccc(C2=CC(c3cc(Br)ccc3F)n3ncnc3N2)cc1 (stereo not drawn) ?
HUVEC inhibit: 58; H69AR inhibit: 18*; Fibroblast inh: 58; ERa SRC1 pot: 96; ERa coact inh: -6

What do the screens show for `CCc1nnc(NC(=O)c2ccc(-c3cc(C(F)(F)F)ccc3Cl)o2)s1`?
CYP2C19 inhib: -2; CD11b adhes inh: -12; CD11b adhes enh: 16; CYP2C19 activ: 1

What do the screens show for `O=C(CCn1c(=O)sc2ccccc21)NCCC1=CCCCC1`?
CYP2C19 inhib: 88*; CD11b adhes inh: 2; HUVEC inhibit: 78; CD11b adhes enh: 1; H69AR inhibit: 81; Fibroblast inh: 98; ERa SRC1 pot: 112; ERa coact inh: -2[fluorescence artefact?]; CYP2C19 activ: 0.1

What do the screens show for `COc1ccc(/C=N\NC(=S)SCN2C(=O)C3CCC(C)(C2=O)C3(C)C)cc1` (stereo not drawn)?
HUVEC inhibit: 84; H69AR inhibit: 98; Fibroblast inh: 94; ERa SRC1 pot: 84[fluorescence artefact?]; ERa coact inh: -7[fluorescence artefact?]

Results for Cc1ccc2c(c1)c1c(n2CC(O)Cn2c(C)nc3ccccc32)/C(=N\O)CCC1 (stereo not drawn) ?
CYP2C19 inhib: 54*; CD11b adhes inh: -19; HUVEC inhibit: 3.4*; CD11b adhes enh: 0; H69AR inhibit: 2.7*; Fibroblast inh: 94; ERa SRC1 pot: 100; ERa coact inh: 4; CYP2C19 activ: 0.5

What do the screens show for `CNc1nc(NC)nc(-n2c(C(F)(F)F)nc3ccccc32)n1`?
CYP2C19 inhib: 38; CD11b adhes inh: -19; HUVEC inhibit: 101; CD11b adhes enh: -4; H69AR inhibit: 67; Fibroblast inh: 92; ERa SRC1 pot: 94[fluorescence artefact?]; ERa coact inh: -3; CYP2C19 activ: 0.6

How did CCc1c(C)nc2[nH]nc(NC(=O)C(F)(F)F)n2c1=O do in these assays?
CYP2C19 inhib: 3; CD11b adhes inh: -10; HUVEC inhibit: 100; CD11b adhes enh: -4; H69AR inhibit: 96; Fibroblast inh: 100; ERa SRC1 pot: 126; ERa coact inh: -9; CYP2C19 activ: 1

Results for CNC(=O)c1ccc2snnc2c1 ?
CYP2C19 inhib: -13; CD11b adhes inh: 10; HUVEC inhibit: 91; CD11b adhes enh: -4; H69AR inhibit: 99; Fibroblast inh: 100; ERa SRC1 pot: 147; ERa coact inh: -11; CYP2C19 activ: 1.1

What do the screens show for `CCn1c(=S)sc2nc(C)sc21`?
HUVEC inhibit: 88; H69AR inhibit: 82; Fibroblast inh: 97; ERa SRC1 pot: 112; ERa coact inh: -10

What do the screens show for `COc1cc(/C=C(/C(=O)c2cccs2)c2nc3ccccc3[nH]2)ccc1O`?
CYP2C19 inhib: 23; CD11b adhes inh: 18; HUVEC inhibit: 38; CD11b adhes enh: -1; H69AR inhibit: 2.0*; Fibroblast inh: 11*; ERa SRC1 pot: 80[fluorescence artefact?]; ERa coact inh: -5; CYP2C19 activ: 0.8

How did COC(=O)c1ccccc1NC(=O)Nc1cccnc1 do in these assays?
CYP2C19 inhib: 48; CD11b adhes inh: -13; HUVEC inhibit: 103; CD11b adhes enh: 0; H69AR inhibit: 100; Fibroblast inh: 103; ERa SRC1 pot: 136; ERa coact inh: -4; CYP2C19 activ: 0.5

Results for CC(C)(C)CC(C)(C)c1ccc(O)c(CN2CCN(CCC#N)CC2)c1 ?
CYP2C19 inhib: 2; CD11b adhes inh: 4; HUVEC inhibit: 97; CD11b adhes enh: -5; H69AR inhibit: 5.8*; Fibroblast inh: 94; ERa SRC1 pot: 87; ERa coact inh: -3; CYP2C19 activ: 1
